Bioassay records: PubChem BioAssay, The Scripps Research Institute Molecular Screening Center
GAA850 FXN act = FXN promoter activators, primary screen, cell-based, luciferase luminescence, HEK293 lucGAA850; AID 540364, 2011; activation, % at 6 µM; HEK293 lucGAA850 FXN promoter luciferase reporter, 24 h; percent of 10 µM SAHA response; 360,000 compounds, 0.56% hits;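 active means activation above the average of all compounds screened plus 3 SD, cutoff fixed separately per campaign, cut at about 7.5% in these data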;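 further: 0% = DMSO wells and 100% = 10 µM SAHA wells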
An asterisk follows results filed as active. These rows are one share of the data (hit frequency here may not be typical).

SMILES | GAA850 FXN act
CC[C@@H](C)[C@@H]1CN([C@@H](CN2CCC[C@H]2CN2C(N)=NC[C@@H]2Cc2ccccc2)C(C)C)C(=N)N1CCCC1CCCC1 | 0.8
COc1ccc(-n2ncc3c(N4CCCCC4)ncnc32)cc1 | -13
Cc1cc(O)c(C(C[N+](=O)[O-])c2ccc(Cl)cc2Cl)c(=O)o1 (stereo unspecified) | -1.7
Cn1nc(-c2ccccc2)c2ncc(C(F)(F)F)cc21 | 3.0
Cc1ccc(C)c(N2CCN(C(=O)c3ccc(N4CCCC4=O)cc3)CC2)c1 | -1.1
c1ccc2c(c1)OC1OC2Oc2ccccc21 | 1.0
COc1ccc(N2CSC3=C(C#N)C(c4cc(OC)ccc4OC)CC(=O)N3C2)c(OC)c1 (stereo unspecified) | -0.5
Cc1ccc(C(=O)C2=C(O)C(=O)N(Cc3cccnc3)C2c2ccc(Cl)c(Cl)c2)o1 (stereo unspecified) | 0.7
Cc1c2c(=O)n(-c3nc4ccccc4s3)nc-2cc(O)n1Cc1ccccc1 | 0.4
COc1cc(/C=C/C(=O)NNc2c(F)c(F)cc(F)c2F)ccc1OC(F)F | -2.0
C#CCOCCOCCOCCNc1nc(N2CCN(C(=O)[C@H](CCC(=O)O)n3cc(C(N)CO)nn3)CC2)nc(N2CCN(C(=O)[C@H](Cc3cc4ccccc4[nH]3)n3cc(C(N)[C@H](C)CC)nn3)CC2)n1 (stereo partly specified) | 0.8
CCOC(=O)c1c(NC(=O)C(C)OC(=O)C2=COCCO2)sc2c1CCCC2 (stereo unspecified) | 2.7
CC(=O)n1cc(/C=N/NC(=O)c2ccccc2Cl)c2ccccc21 | 2.4
CCCCNC(=O)[C@H]1C[C@H]1[C@@H](O)[C@H](CO)NC(=O)[C@H](CC(C)C)NC(=O)OC(C)(C)C | 0.0
CC(=O)c1ccc(NC(=S)NC(=O)/C=C/c2ccc(F)cc2)cc1 | -0.2
CC1CCN(CC(O)CN2c3ccccc3Sc3ccccc32)CC1 (stereo unspecified) | -5.5
COC(=O)C1=C(C(=O)OC)[C@@H]2N(C)c3ccc(OC)cc3[C@@]23C[C@@H](C(=O)OC)N(C(=O)c2cccs2)C3=N1 | 0.6
COc1cc(OC)cc(-c2sc3ccc(OC)cc3c2-c2ccc(OCCN3CCOCC3)cc2)c1 | 1.5
CCCc1cc(C(=O)O)c2ccccc2n1 | 0.3
COc1ccc(NC(=O)/C(C#N)=C/c2ccc(OCCN3CCOCC3)c(OC)c2)c(OC)c1 | -0.1
Cc1nn(-c2ccccc2)c2c1C1(C(=O)Nc3ccccc31)N1C(=N2)Sc2ccccc21 (stereo unspecified) | -1.1
CC(C)CNC(=O)CC1Nc2ccccc2NC1=O (stereo unspecified) | 1.6
CC[n+]1ccc(C)c2cc(S(=O)C(F)(F)F)ccc21 (stereo unspecified) | 1.3
CCOc1ccc2c(ccc(/C=C/c3cc(C)c4cccnc4c3O)[n+]2C)c1 | -6.6
COc1ccc(/C=C2\CCn3c2nc2ccccc2c3=O)cc1OC | 5.7
SMILES | GAA850 FXN act
c1ccc2c(c1)oc1c(NCc3ccc4c(c3)OCO4)ncnc12 | 0.7
COC(=O)c1ccc(C(NC(=O)OCc2ccccc2)/C(C)=C/[C@@H](C)C(=O)NCc2ccc(-c3ccccc3)cc2)cc1 (stereo partly specified) | 1.1
Cc1ccc(N=Cc2cc(Cc3ccccc3Cl)cc([N+](=O)[O-])c2O)c(O)c1 | 2.9
CC(C)N1CCc2c(sc(NC(=O)c3cc(-c4cccs4)nc4ccccc34)c2C(N)=O)C1 | -4.2
Nc1nn2c(C(F)(F)F)cc(=O)[nH]c2c1N=Nc1cccc(F)c1 | 0.3
COc1cccc(N2CC(O)=C(c3nc4ccccc4c(=O)[nH]3)C2=N)c1 | 3.9
C[C@@H]1CN([C@H](C)CO)C(=O)c2cc(NC(=O)Nc3ccc(F)cc3)ccc2O[C@H]1CN(C)C(=O)Nc1ccc(C(F)(F)F)cc1 | -2.1
CCC(NC(=S)NC1CCCCC1)c1ccc(C)cc1 (stereo unspecified) | -1.5
COc1ccc(C(C)NC(=O)C2CCN(CCOc3ccc(Cl)cc3Cl)CC2)cc1OC (stereo unspecified) | -1.6
Cc1ccc(Nc2nc(-c3ccc(S(=O)(=O)N4CCCC4)cc3)cs2)cc1C | 0.5
O=C(NCc1ccccc1)C(=O)NCC(c1ccco1)N1CCOCC1 (stereo unspecified) | 1.0
CC1(OC(=O)C2CCCC2)C(=O)C=C2C=C3CCCCN3C=C2C1=O (stereo unspecified) | 0.4
COc1cccc(-c2sc3cc(OC)c(OC)cc3c2-c2ccc(OCCN3CCCCC3)cc2)c1 | 0.7
COc1ccc(C(NC(C)=O)c2ccc3cccnc3c2O)c(OC)c1 (stereo unspecified) | -6.8
CCOC(=O)c1c(CN2CCCCC2)n(C)c2cc(Br)c(O)c(CN(C)C)c12 | -0.5
CC[n+]1c(/C=C/N(C)c2ccccc2)n(-c2ccccc2)c2ccc(-c3nc4ccccc4s3)cc21 | -12
CC(C)=CCC/C(C)=C/CNC(=O)C[C@H]1C[C@H](C(=O)N2CCOCC2)[C@@]2(C)c3[nH]c4cc(-c5ccco5)ccc4c3CCN2C1=O | -0.7
CCCN1CCc2c(sc(NC(=O)c3ccc(S(=O)(=O)N(C)c4ccccc4)cc3)c2C(N)=O)C1 | 0.5
COC(=O)c1ccc2ccccc2n1 | 1.8
CC(C)NS(=O)(=O)c1ccc(CCC(=O)Nc2cc(Cl)ccc2Oc2ccccc2)cc1 | -0.3
CCN1C(=NCC(C)C)N[C@@H](CCc2ccccc2)[C@H](C(=O)NCC(C)C)[C@H]1C | 0.4
CCn1c(SCC(=O)Nc2cccc(NC(=O)c3cccs3)c2)nnc1-c1ccncc1 | -1.5
Cc1c(NC(=O)CN2C(=O)NC(C)(c3ccccc3Cl)C2=O)c(=O)n(-c2ccccc2)n1C (stereo unspecified) | 2.4
CCc1cc(-c2n[nH]c(=S)n2-c2ccccc2C)cs1 | -2.2
O=C(Oc1csc(=S)n1C(=O)c1ccccc1)c1ccccc1 | 3.1
SMILES | GAA850 FXN act
Cc1cccc(C2=NN(c3ccccc3)[C@H](CO)[C@H]2c2ccccc2)c1 | 2.1
O=C(C[C@H]1C[C@H](C(=O)N2CCCCC2)[C@@]2(CCc3ccccc3)c3[nH]c4cc(-c5ccco5)ccc4c3CCN2C1=O)NCCC1=CCCCC1 | 0.0
O=C(COc1c(Br)cc(Br)cc1Br)N/N=C/c1ccco1 | 1.1
CCOc1ccc(NC(=O)C2C3C=CC4(O3)C2C(=O)N(Cc2cccnc2)C4C(=O)NC2CCCCC2)cc1 (stereo unspecified) | 0.0
COc1ccc(S(=O)(=O)N2CCCC(C(=O)N3CCCCCC3)C2)cc1 (stereo unspecified) | -1.6
CC(C)(C)C(=O)NC(=S)NNC(=O)c1ccc(-c2ccccc2)cc1 | -0.4
CCOC(=O)N1CCN(C(=O)CSCC(=O)Nc2nc(-c3ccc4c(c3)OCO4)cs2)CC1 | 1.7
CC(=O)O[C@H]1C2OC(=O)C(C)=C2[C@@H]2OC(=O)[C@]3(CCC4OC41C)OC23 (stereo partly specified) | 2.8
COc1cccc(NC(=O)CNS(=O)(=O)c2ccc(Cl)cc2)c1 | 2.3
Cc1ccc(N(Cc2cc3cccc(C)c3[nH]c2=O)S(=O)(=O)c2ccccc2)c(C)c1 | -2.0
CCC(=O)Nc1c2c(nn1-c1ccc(C)cc1)CS(=O)(=O)C2 | 0.0
CCOC(=O)N1CCC(NC(=O)CSCc2nc(-c3sccc3C)oc2C)CC1 | -2.2
COc1cc(/C=C2/C(=O)N(c3ccc(Br)cc3)N=C2C)cc(OC)c1OC | 1.6
O=C(Cc1ccccc1)Nc1scc(-c2ccccc2)c1C(=O)N1CCOCC1 | 2.0
C=CCn1cccc(C(=O)Nc2ccc(OC)c(Cl)c2)c1=O | 5.3
COc1ccc(N2CCN(C(CNS(=O)(=O)c3cccs3)c3cccnc3)CC2)cc1 (stereo unspecified) | 1.3
COc1ccc(C2C(C(=O)N3CCCCC3)CCC(=O)N2c2cc(OC)c(OC)c(OC)c2)cc1 (stereo unspecified) | -1.3
CCCCn1c(N)c(C(=S)NC(=O)CC(C)C)c(=O)n(C)c1=O | 3.3
N#Cc1cccc(S(=O)(=O)Nc2c(NC3CCCCC3)c3ccccc3oc2=O)c1 | -1.2
c1ccc(-c2oc3ncnc(NCCCn4ccnc4)c3c2-c2ccccc2)cc1 | 2.6
CCOc1ccc2nc(SC3CC(=O)N(c4ccccc4)C3=O)sc2c1 (stereo unspecified) | 1.3
CC(=O)n1cc(C(C[N+](=O)[O-])SCCN)c2ccccc21 (stereo unspecified) | 0.6
CN([C@@H](Cc1ccc(OS(=O)(=O)c2cccc3cnccc23)cc1)C(=O)N1CCN(c2ccccc2)CC1)S(=O)(=O)c1cccc2cnccc12 | -8.8
CCOc1ccc(/C=C/C(=O)OCC(=O)c2ccccc2OC)cc1OC | 1.5
Cc1ccc(-c2noc(CCC(=O)NCCc3ccccc3Cl)n2)cc1 | 1.0

By substructure, the compounds so far with an NH in an aromatic ring (seven)
SMILES | GAA850 FXN act
C#CCOCCOCCOCCNc1nc(N2CCN(C(=O)[C@H](CCC(=O)O)n3cc(C(N)CO)nn3)CC2)nc(N2CCN(C(=O)[C@H](Cc3cc4ccccc4[nH]3)n3cc(C(N)[C@H](C)CC)nn3)CC2)n1 (stereo partly specified) | 0.8
Nc1nn2c(C(F)(F)F)cc(=O)[nH]c2c1N=Nc1cccc(F)c1 | 0.3
COc1cccc(N2CC(O)=C(c3nc4ccccc4c(=O)[nH]3)C2=N)c1 | 3.9
CC(C)=CCC/C(C)=C/CNC(=O)C[C@H]1C[C@H](C(=O)N2CCOCC2)[C@@]2(C)c3[nH]c4cc(-c5ccco5)ccc4c3CCN2C1=O | -0.7
CCc1cc(-c2n[nH]c(=S)n2-c2ccccc2C)cs1 | -2.2
O=C(C[C@H]1C[C@H](C(=O)N2CCCCC2)[C@@]2(CCc3ccccc3)c3[nH]c4cc(-c5ccco5)ccc4c3CCN2C1=O)NCCC1=CCCCC1 | 0.0
Cc1ccc(N(Cc2cc3cccc(C)c3[nH]c2=O)S(=O)(=O)c2ccccc2)c(C)c1 | -2.0

The listing continues:
SMILES | GAA850 FXN act
COc1ccc(NC(=O)Cn2nnc(-c3ccccc3NS(=O)(=O)c3ccccc3)n2)cc1 | -0.8
C=CCn1c(C)cc(C(=O)CN2C(=O)c3ccccc3S2(=O)=O)c1C | -13
C[C@]12C(=O)N(c3cccc(Cl)c3)C(=O)N1[C@H]1c3ccccc3OC[C@@H]1[C@H]2c1ccccc1 | -3.2
C=CCN1C=C2C(=O)C(C)(OC(=O)CCC(=O)OC)C(=O)C(Br)=C2C=C1c1ccc(OC)cc1 (stereo unspecified) | 1.3
O=C(C1CCN(S(=O)(=O)c2cccnc2)CC1)N1CCN(C2CCCC2)CC1 | -0.7
COc1ccccc1NS(=O)(=O)c1cccc(C(=O)NC2CCN(Cc3ccccc3)CC2)c1 | -6.0
COc1cc(NC(=O)COC(=O)c2ccc(S(=O)(=O)N3CC(C)CC(C)C3)cc2)c(C)cc1[N+](=O)[O-] (stereo unspecified) | 2.7
Cn1c2ccccc2c2c(C(=O)NCC3CCCO3)cn(C3CCCC3)c(=O)c21 (stereo unspecified) | -0.3
CC1(C(=O)NS(=O)(=O)C2CC2)CCCN(C(=O)COc2ccccc2)C1 (stereo unspecified) | -0.7
CCCCCc1ccc(-c2cn(Cc3ccc([N+](=O)[O-])cc3)nn2)cc1 | -1.1
COc1ccccc1NC(=O)Cc1nn(C)c(=O)c2ccccc12 | -2.5
O=C(Nc1ccc(F)cc1)C(=O)c1c(O)[nH]c2ccc([N+](=O)[O-])cc12 | 1.8
CCCc1c(-c2ccc(O)cc2)nn(-c2ccc(O)cc2)c1-c1ccc(O)cc1 | -2.2
CCCCN(C(=O)Cn1ncc(Cl)c(Cl)c1=O)c1c(N)n(CC(C)C)c(=O)[nH]c1=O | 0.4
COc1cc(/C=C/C(=O)c2ccc(Cl)s2)cc(OC)c1O | -3.9
CCOC(=O)[C@@H]1[C@H]2COc3cc(OC)ccc3[C@H]2N2C(=O)N(c3cccc(Cl)c3)C(=O)[C@]12C | -6.3
COc1ccc(OC)c(-c2c3cc(O)c(=O)cc-3oc3cc(O)c(O)cc23)c1 | -2.3
CCOC(=O)N1CCN(S(=O)(=O)c2ccc3c(c2)CCN3C(=O)C2CCC2)CC1 | 3.2
CCc1nn(CC(=O)NCCCc2ccccc2)c(=O)c2cc3cc(F)ccc3n12 | 0.6
C#CCCOC(=O)N1C2=NC(C(=O)OC)=C(C(=O)OC)[C@@H]3N(Cc4ccccc4)c4ccccc4[C@]23C[C@H]1C(=O)OC | -1.3
COc1ccc(C2=CC(c3ccco3)n3ncnc3N2)cc1 (stereo unspecified) | 1.7
O=[N+]([O-])c1ccc(CN2CCOCCOCCN(Cc3ccc([N+](=O)[O-])cc3)CCOCC2)cc1 | 1.9
O=C(O)c1ccc2[nH]c3c(c2c1)CSCC3 | 0.1
O=C(OCn1ncc(Cl)c(Cl)c1=O)c1cccc(C(F)(F)F)c1 | -15
Cc1cccc([C@@H]2[C@@H]3C(=O)N(Cc4ccccc4)C(=O)[C@@H]3[C@]3(C)C(=O)N(c4ccc(Br)cc4)C(=O)N23)c1 | 4.9
SMILES | GAA850 FXN act
O=C(NCC(=O)N(CCc1ccccc1)C(C(=O)NC1CCCC1)c1cccnc1)c1ccco1 (stereo unspecified) | -1.2
COc1cccc(C(=O)NC(=S)Nc2ccccc2N2CCOCC2)c1 | 1.7
CCCC/C=C1/CCC(CN(C)C)C1=O (stereo unspecified) | 1.1
COC(=O)C1=C(C)N(Cc2ccccc2)C(=NCc2cc(OC)c(OC)c(OC)c2)N[C@H]1c1ccc(Br)cc1 | -10
COc1ccccc1N1CCN(C(c2ccccc2Cl)c2nnnn2C(C)(C)C)CC1 (stereo unspecified) | -0.8
Cc1cccc2cc3c(nc12)SC(=NCC1CCCO1)N(Cc1ccco1)C3 (stereo unspecified) | 2.8
S=c1[nH]nc(-c2ccccc2)n1/N=C/c1cccs1 | -0.2
Cn1c(=O)oc2cc(S(=O)(=O)N3CCc4ccccc4C3)ccc21 | -0.1
CCc1nc2c(OCC(=O)C(C)(C)C)cccn2c1N(C)C(=O)C(C)C | 0.6
CC(=O)n1nc(-c2ccco2)nc1SCc1ccccc1 | 4.2
O=C(/C=C/c1ccccc1)c1ccccc1O | 2.3
